D1 PAM – enhances dopamine response at the human D1 receptor. HEK293 TREx D1 cells, calcium flux, dopamine EC20 potentiation. AID 504651. 360,000 compounds, 0.036% hits. potentiation, % at 10 µM; in the data active = potentiation above about 30%; note: 0% is about no effect
Target sequence (P21728 whole entry, looked up): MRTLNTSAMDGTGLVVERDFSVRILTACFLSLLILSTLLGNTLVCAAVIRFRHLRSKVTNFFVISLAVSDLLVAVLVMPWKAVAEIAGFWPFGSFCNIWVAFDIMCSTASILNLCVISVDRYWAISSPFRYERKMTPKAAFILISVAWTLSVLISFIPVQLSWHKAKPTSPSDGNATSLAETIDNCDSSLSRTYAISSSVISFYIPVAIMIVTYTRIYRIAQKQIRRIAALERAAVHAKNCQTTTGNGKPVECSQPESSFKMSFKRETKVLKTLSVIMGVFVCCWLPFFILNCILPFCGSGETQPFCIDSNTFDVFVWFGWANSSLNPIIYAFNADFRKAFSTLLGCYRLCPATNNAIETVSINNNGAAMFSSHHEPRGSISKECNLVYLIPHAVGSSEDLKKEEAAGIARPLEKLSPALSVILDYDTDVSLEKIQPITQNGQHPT
D2 ag – activates the human D2 dopamine receptor | P14416 | HEK293 T-REx D2 cells, calcium flux agonist mode | activation, % at 2 µM | 340,000 compounds, 0.53% hits;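 active = activation over 3 SD above normal in the single-dose calcium agonist read, cut at about 30% in these data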; note: 0% is about no effect
Target sequence (P14416 whole entry, looked up): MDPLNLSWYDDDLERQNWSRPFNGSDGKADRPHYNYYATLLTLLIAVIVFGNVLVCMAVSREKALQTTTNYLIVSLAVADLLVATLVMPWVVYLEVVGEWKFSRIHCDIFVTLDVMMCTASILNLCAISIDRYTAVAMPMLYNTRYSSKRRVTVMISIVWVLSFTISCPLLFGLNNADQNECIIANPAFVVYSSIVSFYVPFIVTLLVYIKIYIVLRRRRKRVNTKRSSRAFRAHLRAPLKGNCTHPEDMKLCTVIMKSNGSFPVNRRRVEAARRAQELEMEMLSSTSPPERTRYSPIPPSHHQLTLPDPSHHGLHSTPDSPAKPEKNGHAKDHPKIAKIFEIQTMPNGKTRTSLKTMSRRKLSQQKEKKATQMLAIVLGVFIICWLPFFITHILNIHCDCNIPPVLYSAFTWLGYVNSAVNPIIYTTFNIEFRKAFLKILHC
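Tetracycline-induced HEK293 T-REx cells with force-coupled D2 receptor, plated overnight at 30 C, loaded with no-wash calcium dye. After a 10 s baseline, compound was pin-added and calcium flux read kinetically for 180 s; calcium rises flagged agonists.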
RXFP1 antagonist – blocks the human relaxin receptor RXFP1; Q9HBX9; HEK293-RXFP1, relaxin-stimulated cAMP HTRF, 30 min; stronger effect = lower value; activity change, negative = inhibition, % at 57.5 µM; 350,000 compounds, 0.59% hits;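 active = activity change of -60% or lower, but not beyond a set lower limit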; note: % is set by controls: 0 for no effect and ±100 for the full control effect
D1 ag – agonists of human D1 dopamine receptor | HEK293 T-REx D1 cells, calcium flux, agonist mode | P21728 | AID 504660 | activation, % at 2 µM | 360,000 compounds, 1% hits; note: 0% is about no effect
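Agonism was scored from calcium flux recorded over 180 s (1 read/s) after pintool compound addition, following a 10-cycle baseline. Cells were inducible force-coupled HEK293 TREx D1, plated overnight at 30 C and loaded with no-wash calcium dye.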
D1 antag – antagonists of human D1 dopamine receptor. 360,000 compounds, 3.2% hits. AID 504652. P21728. HEK293 TREx D1 cells, calcium flux, dopamine EC80; stronger effect = lower value. activity change, negative = inhibition, % at 10 µM; in the data active = activity change below about -30%; note: % is set by controls: 0 for no effect and ±100 for the full control effect
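After overnight tetracycline induction at 30 C, force-coupled D1 HEK293 cells took up a no-wash calcium dye at room temperature. Compounds were added and monitored 180 s, and the response to EC80 dopamine was then recorded.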
D2 antag – antagonizes the human D2 dopamine receptor | P14416 | HEK293 TREx D2 cells, calcium flux, dopamine EC80 | inhibition, % at 10 µM | 340,000 compounds, 2% hits | AID 485344; in the data active = inhibition above about 30%; note: 0% is about no effect
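Overnight-induced (tetracycline, 30 C) HEK293 T-REx cells carrying force-coupled D2 receive a no-wash calcium dye, then compound, then EC80 dopamine at 180 s; signals are read kinetically throughout.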
TRHR enhancer – allosterically enhances the human TRH receptor. TRHR cells, fluo-8 calcium fluorescence, EC20 TRH enhancement. 360,000 compounds, 0.66% hits. enhancement, % at 2 µM. P34981; in the data active = enhancement above about 30%; note: 0% is about no effect
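Enhancer read-out: after compound pinning and an initial kinetic agonist-mode read, an EC20 of TRH (10 nM final) was injected and fluo-8 calcium signal (Ex 480/Em 530) followed at 1 s/cycle for 100 cycles in TRHR-expressing cells.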
TRHR agonist – activates the human TRH receptor; TRHR cells, calcium flux fluo-8, FDSS agonist mode; 360,000 compounds, 0.18% hits; P34981; activation, % at 2 µM; note: 0% is about no effect
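Agonist-mode FDSS calcium read (Ex 480/Em 530, 1 s cycles) in 1536-well TRHR cells with fluo-8 dye, after 10-cycle baseline and 23 nL compound addition; TRH at EC20 (10 nM final) added afterwards for the enhancer phase.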
D2 PAM – D2 dopamine receptor (human) potentiation. potentiation, % at 10 µM. HEK293 T-REx D2, calcium flux, EC20 dopamine potentiation. AID 485347. 340,000 compounds, 0.34% hits. P14416;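 active = potentiation over 3 SD above the plate norm, cut at about 30% in these data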; note: 0% is about no effect
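Tetracycline-induced Hek293 Trex D2 cells, force-coupled to calcium, loaded with no-wash calcium dye. Compound added with 180 s kinetic read for agonism, then EC20 dopamine and a further 180 s read for potentiation.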
* = called active by the depositor; · = not tested or not shown; & = joins results of further samples. Cut-off read from the data, not from the text of the source, unless noted: active = activation above about 30%; inactive = the rest.

Sequence of screens – D1 PAM, D2 ag, RXFP1 antagonist, D1 ag, D1 antag, D2 antag, TRHR enhancer, TRHR agonist, D2 PAM
- COc1ccc(CCNC(=O)CC2SC(=NCc3ccccc3)NC2=O)cc1 (configuration not stated)
  1, 0.2, -18, 4, -18, -6, -1, 0.2, 13
- Cc1cc(C(=O)Nc2ccccn2)cs1
  -2, 1.3, 0, 0, -19, 20, -3, 0.8, -7
- CC(NC(=O)c1ccco1)C(=O)N1CCN(c2ccccc2)CC1 (configuration not stated)
  -2, 0.8, -19, 0, -29, -4, -3, 1.3, -11
- CCCCc1nc2ccccc2c(=O)n1NC(=O)c1c(O)c2ccccc2n(C)c1=O
  -3, -0.1, 1, 0, 2, -6, 12, 0.2, 4
- Cc1cc(C)nc(NC(=NCCc2c[nH]c3ccccc23)NC(=O)Nc2cccc([N+](=O)[O-])c2)n1
  -6, -0.2, -12, 2, 1, -11, -3, 1.0, -5
- Cc1cccc(N2C(=O)N(CC(=O)C(C)(C)C)c3ccccc3S2(=O)=O)c1C
  1, 0.1, ·, 0, -25, ·, -6, 0.1, -4
- CC(C)c1ccc(C(CC(=O)O)NC(=O)c2cccs2)cc1 (configuration not stated)
  2, -0.3, -35, 2, -7, 8, 1, 1.7, 2
- CCC(C)(C)n1nnnc1C(C(C)C)N(CCN1CCOCC1)Cc1cc2cccc(C)c2[nH]c1=O (configuration not stated)
  1, 0.0, -25, 0, -6, -2, -14, 0.7, -14
- CCCCCOc1ccc(C2NC(=O)NC2=O)cc1 (configuration not stated)
  0, -0.7, ·, -2, -12, 8, -4, -0.3, 7
- CC(C)Oc1ccccc1OCCCCn1cnc2ccccc2c1=O
  10, -1.7, 1, 1, -8, 0, -5, 0.1, 0
- CCOC(=O)Cc1nnc(NC(=O)CSc2nnc3c4ccccc4n(C)c3n2)s1
  10, 0.7, 1, 1, -6, -11, 13, -1.1, -9
- CCOC(=O)N1N=C(C)CC1(O)c1ccc(Cl)cc1 (configuration not stated)
  -1, 0.1, -7, 2, 9, 1, -5, 0.2, -19
- CCOc1ccccc1N(CC(=O)NCC1CCCO1)C(=O)CCC(=O)Nc1nccs1 (configuration not stated)
  -3, 0.1, -9, 1, 16, -18, 0, 0.3, -5
- Cc1cccc(C(=O)Nc2ccc(S(=O)(=O)N3CCCCC3c3cccnc3)cc2)c1 (configuration not stated)
  -4, ·, -22, 1, -26, ·, -1, -0.3, -3
- COc1ccc(OC)c(C(c2nnnn2CC2CCCO2)N2CCN(C)CC2)c1 (configuration not stated)
  5, 0.2, -5, 3, -10, -4, 2, 0.2, -18
- COc1ccc(/C=N/NC(=O)C2C3CCCCC32C)cc1OC (configuration not stated)
  6, -0.5, 14, 2, -14, -31, -17, -0.6, 9
- Cc1cc(C)c2c(=O)[nH]c(SCC(=O)c3ccc(C)c(C)c3)nc2n1
  2, -0.1, -12, 1, -16, -15, 2, -0.5, 3
- COc1ccccc1CN(C(=O)c1cnccn1)C(C(=O)NC1CCCCC1)c1cc(OC)c(OC)c(OC)c1 (configuration not stated)
  -4, ·, 5, 1, 6, ·, -1, 0.0, ·
- COc1cc(/C=N/N=C2/NC(=O)C(CC(=O)O)S2)ccc1OCc1ccc(Cl)cc1 (configuration not stated)
  -4, ·, 5, 0, -1, ·, 2, -0.1, ·
- CCOC(=O)CSc1ncc(OC)c(Sc2ccc(OC)cc2)n1
  3, -0.1, -8, 2, -3, -5, 1, -0.3, 12

Shown with tabs: 4 of the compounds above
mol	D1 PAM	D2 ag	RXFP1 antagonist	D1 ag	D1 antag	D2 antag	TRHR enhancer	TRHR agonist	D2 PAM
CC(NC(=O)c1ccco1)C(=O)N1CCN(c2ccccc2)CC1 (configuration not stated)	-2	0.8	-19	0	-29	-4	-3	1.3	-11
CCCCc1nc2ccccc2c(=O)n1NC(=O)c1c(O)c2ccccc2n(C)c1=O	-3	-0.1	1	0	2	-6	12	0.2	4
Cc1cc(C)nc(NC(=NCCc2c[nH]c3ccccc23)NC(=O)Nc2cccc([N+](=O)[O-])c2)n1	-6	-0.2	-12	2	1	-11	-3	1.0	-5
Cc1cccc(N2C(=O)N(CC(=O)C(C)(C)C)c3ccccc3S2(=O)=O)c1C	1	0.1	·	0	-25	·	-6	0.1	-4

New compounds follow
Sequence of screens – D1 PAM, D2 ag, RXFP1 antagonist, D1 ag, D1 antag, D2 antag, TRHR enhancer, TRHR agonist, D2 PAM
- O=C(CSc1nc2cc(S(=O)(=O)N3CCOCC3)ccc2o1)Nc1c(F)cccc1F
  -3, 1.1, 12, 6, -32*, 9, 12, 0.0, -4
- CCN(CC)C(=O)c1csc(Nc2cccc3ccccc23)n1
  -6, 1.3, 3, 2, -13, -8, -3, -1.7, 0
- Cc1nnc(N2CCOCC2)c2nn(-c3ccccc3)c(C)c12
  0, -6.8, 1, -1, 22, 4, -2, -0.4, -1
- CC1CCC(NC(=O)CCCn2sc3ccccc3c2=O)CC1 (configuration not stated)
  9, -0.6, -15, 1, -4, 39*, 4, 1.1, -2
- CN(C)S(=O)(=O)N1CCN(C(=O)N2CCCCC2)CC1
  13, 0.7, 4, -2, -3, -22, 1, 1.2, 11
- Cc1ccc(OCC(=O)Nc2cccc(S(=O)(=O)N3CCOCC3)c2)c([N+](=O)[O-])n1
  -4, ·, -31, 3, 9, ·, -2, 0.6, ·
- O=C(O)Cc1ccc(NC(=S)NCc2ccco2)cc1
  -2, 1.3, 11, 1, -40*, 10, -5, -0.1, 8
- Cc1cc(=O)[nH]c(-c2ccccc2O)n1
  -4, 0.8, -10, 0, -23, -3, 1, 1.0, 14
- COCCn1c(CNC(=O)c2ccc(C)cc2)nc2cccnc21
  -7, 0.5, 1, 0, 26, ·, 5, 0.3, -9
- COc1ccc(CN(CC2CCCO2)C(=O)c2cc3ccccc3oc2=O)cc1 (configuration not stated)
  3, 0.7, -1, 5, 33, -8, 0, 0.2, -2
- CC(=O)N1CCN(c2ccc(NCc3ccccc3)cc2)CC1
  0, 0.3, -15, 2, 1, 6, -2, 0.3, -3
- O=C(CCCC(=O)OCC(F)(F)C(F)F)Nc1ccc(NC(=O)CCCC(=O)OCC(F)(F)C(F)F)cc1
  -3, -1.9, 6, -1, -1, -16, 2, -0.8, 1
- Cc1ccc(-n2nc(-c3cccs3)cc2C(=O)NCC2CCCO2)c(C)c1 (configuration not stated)
  2, -1.1, -2, 3, -9, -13, -2, 0.0, 4
- CN(C)S(=O)(=O)c1ccc(Cl)c(NC(=O)COC(=O)C2CSC3(C)CCC(=O)N23)c1 (configuration not stated)
  1, 0.5, 14, 5, 15, 16, 4, 1.3, -12
- CN1CCN(c2ccc(NC(=O)c3ccc(C#N)cc3F)cc2Cl)CC1
  -3, -0.3, -12, 8, -15, 3, -7, -0.2, -7
- CC(NS(=O)(=O)c1cccc(C(=O)O)c1)C12CC3CC(CC(C3)C1)C2 (configuration not stated)
  -5, 0.2, -14, 3, 15, -4, -5, 1.0, 3
- CCOCC(=O)Nc1sc2c(c1C(=O)OCC)CCCC2
  3, 0.1, -17, 1, 13, ·, -3, 0.6, -3
- Cn1c(=O)c2ncn(CC(=O)Nc3cccc(-c4nc5ccccc5s4)c3)c2n(C)c1=O
  -6, -1.0, -18, 2, -16, -5, 0, -0.3, 6
- COC(=O)c1cc2sc(Cl)cc2n1Cc1c(C)cc(C)cc1C
  -4, 0.1, 5, 1, 2, ·, 2, 0.1, 0
- O=C(N/N=C/c1cn(-c2ccccc2)nc1-c1ccc(F)cc1)c1ccc2c(c1)OCO2
  4, 0.1, 1, 4, -2, -11, 2, 1.3, -8
- Cc1csc(NC(=O)CN2CCCCCC2)n1
  2, 0.2, -7, 3, -1, -23, 13, 0.6, -3
- O=C(O)CC(Cc1ccccc1)(C(=O)O)c1ccccc1 (configuration not stated)
  -8, -0.3, 0, 1, 0, 2, 0, 0.3, 6
- COc1cc(C2CC(C(F)(F)F)n3ncc(C(=O)O)c3N2)cc(OC)c1OC (configuration not stated)
  0, -0.5, -2, 3, 9, 2, 15, 0.1, 9
- O=C(CN1CCN(S(=O)(=O)c2ccc(Cl)c(Cl)c2)CC1)N1CCCC1
  ·, -0.1, -1, 2, -11, -7, 3, 0.0, 5
- O=C1c2cccc3cccc(c23)C(=O)N1Cc1ccccc1
  -3, -0.2, 3, -1, -8, -10, -12, -0.3, 8
- CCOc1ccc(OCC(=O)N2CCOCC2)cc1
  1, -0.7, -1, -1, -6, -11, 13, 0.4, -7
- COc1ccc(OC)c(N2C(=O)CCCC2=O)c1
  -2, 0.2, 8, 4, 21, 1, 7, 0.2, 9
- COCCSc1nnc(NC(=O)c2ccco2)s1
  -2, -0.4, -4, 3, 1, -15, -1, 0.8, 2
- CCCNC(=O)C1CCC(CNS(=O)(=O)c2ccc3c(c2)CC(C)N3C(C)=O)CC1 (configuration not stated)
  2&2, 2.5&1.0, 16&5, 2&0, -23&11, 41*, -6&-1, -0.1&0.5, 10&5
- O=C(CN1C(=O)S/C(=C\c2cccc(Cl)c2)C1=O)NCCCn1ccnc1
  -4, 0.2, -17, 10, -6, 19, 3, -0.5, 17
- Cc1ccc(NC(=O)CSc2nnc(COc3ccc(Cl)cc3)o2)c(C)c1
  -3, 0.7, -15, 1, -5, ·, -5, -0.7, 0
- CN1C2CCC1CC(NS(=O)(=O)c1cc(Cl)c(Cl)cc1Cl)C2 (configuration not stated)
  -3, -1.4, -1, 7, -5, 4, -1, 1.7, 8
- CCOC(=O)C1CCCN(C(=O)Cn2cccc2C(=O)c2ccccc2)C1 (configuration not stated)
  2, 0.3, -2, 1, 6, 1, 2, -0.3, 2
- COc1cc2c(cc1OC)-c1cc(OCc3ccccc3Cl)nc(=O)n1CC2
  4, -1.2, 14, -1, 14, -25, 6, -0.9, 10
- CC(=O)Nc1ccc(S(=O)(=O)NC2CCCCCC2)cc1
  -3, 1.0, 14, 5, -7, 0, -2, 1.8, 0
- C=CCn1c(COc2ccc(F)cc2)nnc1SCC(=O)NC1CCCC1
  4, 0.0, -5, 0, -9, 18, 0, 0.0, -8
- O=C(C1CCN(Cc2ccccc2)CC1)N1CCCC1
  -4, -2.0, -5, 5, -11, -5, 3, -0.6, -6
- O=C(NCc1ccccn1)Nc1ccc(Br)cc1
  6, 1.0, 4, 1, -9, -9, 5, -0.1, 1
- CCCn1c(=O)c2ccccc2n2c(SCC(=O)c3ccc(CC)cc3)nnc12
  5, 0.1, -8, 0, 6, 7, 3, 0.3, 12
- COC(=O)[C@@]1(Cc2ccc(F)cc2)[C@H]2c3cc(C(=O)N4CCCC4)n(CCO)c3C[C@H]2CN1C(=O)c1ccccc1
  -2, 0.2, ·, -3, 42, -2, 4, 1.3, 6
- CCC1CCCCN1C(=O)CSc1n[nH]c(-c2ccccc2)n1 (configuration not stated)
  -4, 1.0, -25, 1, -6, ·, 6, 0.6, 15
- O=C(O)/C(=C\c1ccco1)NC(=O)c1ccco1
  -4, 2.7, 14, -1, 0, 3, 8, 0.4, -4
- O=C(COC(=O)c1ccc(O)cc1)NCc1ccc2c(c1)OCO2
  0, 0.9, 6, 4, -7, -11, -2, 0.2, 1
- Cc1nc(SCC(=O)NC2CCS(=O)(=O)C2)c2c3c(sc2n1)CCCC3 (configuration not stated)
  4, 0.2, 4, -1, -1, -15, 12, 0.1, 0

Screens: PubChem BioAssay, National Center for Advancing Translational Sciences (NCATS)

Not a hit list. About 7.3% of those tested had a hit in this group.
